Myeloid diff 2: induction of myeloid progenitor differentiation, primary screen, cell-based, flow cytometry, MLPCN library | ER-HoxA9 myeloid progenitors, lysozyme-GFP differentiation | calls only at 10 µM | hit rate 1% among 360,000;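 active = normalized GFP-positive differentiation at or above the plate's own cutoff, the solvent-only control mean plus 3 SD; inconclusive = no clear call, values can overlap the other calls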;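 also: cells exposed to compound for four days before flow analysis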
XIAP displacement: XIAP antagonists, biochemical, IAP family, fluorescence polarization (AID 1018); E3 ubiquitin-protein ligase XIAP (Homo sapiens); XIAP BIR domain, fluorescence polarization peptide displacement; higher % means a stronger effect; displacement, % at 20 µM, or IC50 in µM where a hit was titrated; hit rate 0.007% among 200,000; in the data active = displacement above about 50%; also: a part of the inactive calls stands beside numbers as strong as those of hits
LYP phosphatase: inhibitors of LYP phosphatase, biochemical, fluorescence intensity, uHTS (AID 1779) | Tyrosine-protein phosphatase non-receptor type 22 (Homo sapiens) | recombinant LYP phosphatase, fluorescence intensity; higher % means a stronger effect | inhibition, % at 11.5 µM, or IC50 in µM where a hit was titrated | hit rate 0.054% among 290,000;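 also: plate controls were vehicle with enzyme for no effect and no enzyme for full effect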
human PMI inhibitors: human PMI inhibitors, high substrate, primary screen, biochemical, fluorescence intensity, high mannose 6-phosphate (AID 1220); recombinant PMI enzyme, coupled fluorescence intensity; higher % means a stronger effect; hit rate 0.66% among 190,000; inhibition, % at 20 µM; hits with a dose series show IC50 in µM
P. falciparum M1AAP: P. falciparum M1AAP inhibitors, biochemical, fluorogenic H-Leu-NHMec substrate, 1536-well (AID 1445). Aminopeptidase N (Plasmodium falciparum (isolate 3D7)). one-dose inhibition, % at 30 µM; IC50 in µM for titrated hits. recombinant M1AAP, H-Leu-NHMec fluorogenic kinetic assay; higher % means a stronger effect. hit rate 0.42% among 220,000;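 active = primary inhibition above the hit cutoff, then over 50% inhibition at one or more dose response concentrations, cut at about 23% in these data, passing the limit was not always enough; inconclusive = conflicting primary data, or primary hits not chosen for dose response; inactive = low primary inhibition, or under 50% at every dose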;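 also: plate controls were DMSO full reaction for no effect and no enzyme background for full effect; strong numbers were not always called active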
PMI inhibitors: inhibitors of human PMI, primary screen, biochemical, fluorescence intensity, coupled assay (AID 1209); purified PMI enzyme, coupled fluorescence intensity; higher % means a stronger effect; Mannose-6-phosphate isomerase (Homo sapiens); hit rate 0.42% among 190,000; one-dose inhibition, % at 20 µM; IC50 in µM for titrated hits;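 also: plate controls were DMSO vehicle for no effect and wells lacking substrate for full effect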
ER stress rescue: rescue of cells from ER stress-induced death, primary screen, 384-well, CSM14.1, thapsigargin, ATP luminescence (AID 1222); cellular ATP content (survival), % at 20 µM; hits with a dose series show EC50 in µM; 190,000 tested, under 10 active; CSM14.1 thapsigargin-induced death rescue, ATP luminescence; higher % means a stronger effect;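 active = EC50 below 50 µM in the dose-response confirmation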;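 also: death triggered by thapsigargin at about 15 µM added after 2 h compound pretreatment; cell ATP read after overnight thapsigargin exposure of roughly 18 to 22 hours; normalized against plate controls of thapsigargin alone and 5% DMSO vehicle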
M17LAP inhibition: P. falciparum M17LAP inhibitors, primary screen, biochemical, fluorogenic H-Leu-NHMec substrate, 1536-well (AID 1619) | inhibition, % at 30 µM; hits with a dose series show IC50 in µM | recombinant M17LAP, H-Leu-NHMec fluorogenic kinetic assay; higher % means a stronger effect | hit rate 0.38% among 220,000;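 active = compound inhibiting the enzyme by more than half at any dose during confirmatory dose-response retesting; inconclusive = strong single-dose inhibitors picked by rank but not retested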;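 also: plate controls were full reaction with DMSO carrier for no effect and no enzyme background for full effect; strong numbers were not always called active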
TNAP activation fold: human TNAP enzyme activators, primary screen, biochemical, luminescent, no phosphate acceptor, uHTS (AID 1001); Alkaline phosphatase, tissue-nonspecific isozyme (Homo sapiens); purified TNAP, luminescent activation assay, no phosphate acceptor; higher activation fold means a stronger effect; one-dose activation fold at 20 µM; EC50 in µM for titrated hits; hit rate 0.03% among 200,000; in the data active = activation fold from about 3, or a potency from the dose series; inactive = the rest, 99 in 100 with activation fold below about 1.6; also: many of its hits are not listed in these tables
Myeloid diff 2 GFP+ MAC1+ %: second read-out of Myeloid diff 2, no call of its own (marks repeat the call); GFP+ MAC1+ double positive, %; measured here: differentiation confirmed by MAC1 staining
An asterisk follows results filed as active; i = inactive; ? = inconclusive; . = no result given; + = active, no number. Rule as the data show it, unless noted: active = inhibition above about 50%; inactive = the rest.

mol	Myeloid diff 2	Myeloid diff 2 GFP+ MAC1+ %	XIAP displacement	LYP phosphatase	human PMI inhibitors	P. falciparum M1AAP	PMI inhibitors	ER stress rescue	M17LAP inhibition	TNAP activation fold
Cc1cc(NC(=O)COC(=O)c2c(C)nn(Cc3ccccc3)c2C)no1	i	1.8	-1.9%	-0.1%	6.4%	1.1%	6.1%	0.9%	-11.6%	1.1
Brc1ccc2[nH]cc(/C=N/N3CCCCC3)c2c1	i	0.5	3.3%	1.8%	20.3%	4.8%	12.5%	1.9%	2.3%	1
CCc1nc(N2CCNCC2)c(C#N)c2c1CSC(C)(C)C2	i	0.6	-2.7%	-5.6%	8.4%	-4.1%	-1.4%	-5.6%	-26.2%	1.1
Nc1c(C(=O)NCc2ccco2)c2nc3ccccc3nc2n1Cc1ccc(F)cc1	+	1.4*	-2.0%	-5.5%	1.8%	5.7%	13.5%	-3.6%	-3.8%	1.1
O=S1(=O)CCN(CCc2c[nH]c3ccccc23)CC1	i	0.9	-4.3%	-8.1%	-6.4%	2.7%	-3.8%	-1.5%	-2.2%	1.1
CC(C)C(=O)NC(Oc1ccccc1Cl)C(Cl)(Cl)Cl (centres undefined)	i	0.2	-0.9%	-3.6%	-14.6%	4.8%	-12.4%	-2.3%	-18.6%	0.8
CCCn1c(C(=O)c2ccc(OC)cc2)nc2ccccc21	i	0.4	-6.5%	1.4%	12.6%	4.9%	16.3%	-0.7%	3.6%	1.1
Oc1ccc2c3c1O[C@H]1c4oc5ccccc5c4C[C@@]4(O)[C@@H](C2)N(CC2CC2)CC[C@]314	i	1.4	.	-7.3%	.	1.7%	.	.	-3.3%	.
O=c1[nH]c(=O)n(-c2cccc3ccccc23)c(O)c1/C=N/N1CCCCCC1	i	0.7	.	-1.2%	.	5.6%	.	.	1.5%	.
c1ccc2cc(C3N4CCCN34)ccc2c1 (centres undefined)	i	0.1	-18.2%	-4.5%	-0.5%	1.1%	-0.1%	-2.2%	-7.5%	1.1
CCc1nc2ccc(N3CCN(C)CC3)cc2nc1CC	i	0.2	-5.0%	3.6%	11.7%	12.6%	0.0%	.	-6.9%	1
Cc1ccccc1-c1nc(CS(=O)CC(=O)N2CCC3(CC2)OCCO3)c(C)o1 (centres undefined)	i	0.4	-8.2%	-4.2%	-0.4%	1.8%	-1.0%	-1.2%	17.0%	1.1
Cn1c(CN2CCN(C(=O)COc3ccccc3)CC2)nc2cc([N+](=O)[O-])ccc21	i	0.3	-4.5%	-4.2%	0.2%	1.8%	10.9%	-2.2%	15.3%	1.1
CCOP(=O)(OCC)C(NC(=O)CC(C)C)C(Cl)(Cl)Cl (centres undefined)	i	0.0	-13.3%	-5.7%	0.9%	-0.7%	-3.5%	-0.8%	5.9%	1
CN1C(=O)N(C)C(=O)C2(Cc3c(ccc4ccccc34)N(C)C2)C1=O	i	0.4	-1.5%	-0.4%	.	7.6%	.	-0.3%	8.1%	1.1
CCc1sc(C(=O)N2CCC3(CC2)OCCO3)cc1Br	i	4.2	-0.9%	-5.7%	3.4%	0.8%	9.4%	0.0%	10.8%	1.1
O=C(COc1ccccc1)N1CCN(C2CCCC2)CC1	i	0.4	-4.3%	-0.4%	2.6%	3.4%	7.6%	0.5%	2.3%	1.1
CN(C)P(=O)(C(Cl)=C(N1CCCCC1)N1CCCCC1)N(C)C	i	1.7	0.3%	-2.3%	11.9%	-0.7%	6.4%	3.7%	-4.0%	1
O=C1/C(=C\c2ccc(Cl)c(Cl)c2)N2CCC1CC2	i	0.1	.	-7.8%	.	-3.5%	.	.	-6.3%	.
CC(=O)Nc1nnc(CCN(CCc2nnc(NC(C)=O)s2)[N+](=O)[O-])s1	i	0.7	.	-5.1%	.	5.0%	.	.	7.5%	.

An excerpt of these results, with values under each structure.
The line under a structure holds: Myeloid diff 2 | Myeloid diff 2 GFP+ MAC1+ % | XIAP displacement | LYP phosphatase | human PMI inhibitors | P. falciparum M1AAP | PMI inhibitors | ER stress rescue | M17LAP inhibition | TNAP activation fold
CCc1nc(N2CCNCC2)c(C#N)c2c1CSC(C)(C)C2
    i | 0.6 | -2.7% | -5.6% | 8.4% | -4.1% | -1.4% | -5.6% | -26.2% | 1.1
Nc1c(C(=O)NCc2ccco2)c2nc3ccccc3nc2n1Cc1ccc(F)cc1
    + | 1.4* | -2.0% | -5.5% | 1.8% | 5.7% | 13.5% | -3.6% | -3.8% | 1.1
O=S1(=O)CCN(CCc2c[nH]c3ccccc23)CC1
    i | 0.9 | -4.3% | -8.1% | -6.4% | 2.7% | -3.8% | -1.5% | -2.2% | 1.1
CC(C)C(=O)NC(Oc1ccccc1Cl)C(Cl)(Cl)Cl (centres undefined)
    i | 0.2 | -0.9% | -3.6% | -14.6% | 4.8% | -12.4% | -2.3% | -18.6% | 0.8
CCCn1c(C(=O)c2ccc(OC)cc2)nc2ccccc21
    i | 0.4 | -6.5% | 1.4% | 12.6% | 4.9% | 16.3% | -0.7% | 3.6% | 1.1
Oc1ccc2c3c1O[C@H]1c4oc5ccccc5c4C[C@@]4(O)[C@@H](C2)N(CC2CC2)CC[C@]314
    i | 1.4 | . | -7.3% | . | 1.7% | . | . | -3.3% | .
O=c1[nH]c(=O)n(-c2cccc3ccccc23)c(O)c1/C=N/N1CCCCCC1
    i | 0.7 | . | -1.2% | . | 5.6% | . | . | 1.5% | .

(next part)
Abbreviations – A = Myeloid diff 2; B = Myeloid diff 2 GFP+ MAC1+ %; C = XIAP displacement; D = LYP phosphatase; E = human PMI inhibitors; F = P. falciparum M1AAP; G = PMI inhibitors; H = ER stress rescue; I = M17LAP inhibition; J = TNAP activation fold
Molecule: O=C1NC(=O)N(Cc2ccc(F)cc2)C(=O)/C1=C\c1ccc([N+](=O)[O-])s1
  A = i; B = 0.5; C = .; D = 0.3%; E = .; F = 17.7%; G = .; H = .; I = 19.4%; J = .
Molecule: COc1ccc(CC(=O)Nc2ccc3c(C(F)(F)F)cc(=O)oc3c2)cc1OC
  A = i; B = 0.4; C = -1.8%; D = -0.4%; E = 6.0%; F = 5.7%; G = 11.2%; H = -2.5%; I = 8.7%; J = 1.2
Molecule: N#Cc1ccccc1NC(=O)CN1CC=C(c2ccccc2)CC1
  A = i; B = 0.0; C = -4.1%; D = -0.2%; E = 4.2%; F = 4.2%; G = 0.2%; H = -1.7%; I = -2.5%; J = 1
Molecule: CN(C(=O)Oc1ccc(Cl)c2cccnc12)c1ccccc1
  A = i; B = 0.3; C = -5.3%; D = 0.0%; E = 2.4%; F = 3.1%; G = -1.8%; H = -0.9%; I = -0.1%; J = 1
Molecule: O=S(=O)(F)c1ccc2nc(-c3cccc(Sc4ccccc4)c3)cc(Cl)c2c1
  A = i; B = 0.3; C = .; D = -4.2%; E = .; F = 0.0%; G = .; H = .; I = 12.1%; J = .
Molecule: Cn1c(O)c(/C=N/NC(=O)c2ccncc2)c(=O)[nH]c1=S
  A = i; B = 0.2; C = .; D = -4.1%; E = .; F = ?; G = .; H = .; I = 39.5%; J = .
Molecule: FC(F)=C(F)CCSc1ncn[nH]1
  A = i; B = 0.1; C = -1.2%; D = 0.1%; E = 21.6%; F = 4.6%; G = 4.9%; H = 0.8%; I = -2.9%; J = 1

Not all compounds are listed (hit frequency here may not be typical).
